From PubChem BioAssay
mouse EphA4 binding: inhibitors of EphA4 binding to KYL peptide, primary screen, biochemical, colorimetric, mouse EphA4 (AID 689) | Ephrin type-A receptor 4 (Mus musculus) | EphA4-AP binding to KYL peptide, pNPP A405; higher % means a stronger effect | 62,000 compounds, 0.1% hits | inhibition, % at 10 µM; hits with a dose series show IC50 in µM; in the data active = a potency from the dose series; inactive = the rest, 99 in 100 with inhibition below about 22%
An asterisk follows results filed as active; & = joins results of further samples.

SMILES	mouse EphA4 binding
CCC(C)(C(=O)NC1CCCCC1)N(C)C(=O)c1ccccn1 (stereo not drawn)	-4%
CC(C)C1Cc2c(C#N)c(N)sc(=S)c2CO1 (stereo not drawn)	3.3µM*
O=C(c1ccncc1)N1CCN(c2cccc(C(F)(F)F)c2)CC1	0%
CCOC(=O)c1c(C)oc2cc(Br)c(OCC(N)=O)cc12	-5%
Cn1c(NC(=O)Cc2cccs2)cc(=O)n(C)c1=O	-3%
COC(=O)NCc1cccc(CNC(=O)OC)c1	-13%
Cc1nnc(N(C(=O)c2cnccn2)c2ccccc2)s1	-2%
O=S1(=O)c2cccc3cccc(c23)N1Cc1nnc(-c2ccccc2Br)o1	-3%
COC(=O)c1ccccc1NC(=S)NC(=O)C1CC1	-20%
CCSc1ncc(/C=N/Nc2ccc([N+](=O)[O-])cc2)n1C	-11%
O=C(CSc1nc2ccccc2c(=O)n1-c1ccccc1)NCc1ccc2c(c1)OCO2	-5%
COc1ccc(CSc2nnc(SCc3ccc(OC)c(F)c3)s2)cc1F	-7%
C/C(CC(=O)Nc1cc(Cl)ccc1Cl)=N\NC(=O)c1ccco1	3%
COc1ccc2c(c1)c1nnc(SCC(=O)N3C(C)CCCC3C)nc1n2C (stereo not drawn)	-7%
COc1ccc(C2C(C(=O)N3CCOCC3)c3ccccc3C(=O)N2c2ccc(OC)cc2)cc1 (stereo not drawn)	-2%
CCOc1ccc(-n2c(C)cc(C=O)c2C)cc1	1%
O=C(c1cccc2ccccc12)N1CCC(N2CCN(c3ccccc3)CC2)CC1	-14%
Fc1ccc(Sc2cc(Cl)c(-c3ccccc3)nn2)cc1	-11%
CCOc1ccccc1C(=O)N(Cc1ccco1)C1CCS(=O)(=O)C1 (stereo not drawn)	5%
CCOC(=O)COn1c(=O)c(-c2cc3ccccc3o2)[n+]([O-])c2ccccc21	-1%
COCCN(CCOC)S(=O)(=O)c1ccc(C(=O)NC2CCN(Cc3ccccc3)CC2)cc1	-16%
CC(C)C1CC(=O)NC(SCC(=O)Nc2ccc(Br)cc2)=C1C#N (stereo not drawn)	-6%
Cc1cc2ncn(CCOc3ccccc3)c2cc1C	-8%
Cc1cc(NC(=O)CCC(=O)N(CC2CCCO2)C(C(=O)NC2CCCC2)c2cccnc2)no1 (stereo not drawn)	3%
Cc1ccc(NC(=S)N2CCN(C(=O)C3CCCO3)CC2)c(C)c1 (stereo not drawn)	-13%

Sorted by heavy-atom count (lowest first): 5 of the compounds above.
SMILES	mouse EphA4 binding
Cn1c(NC(=O)Cc2cccs2)cc(=O)n(C)c1=O	-3%
CCSc1ncc(/C=N/Nc2ccc([N+](=O)[O-])cc2)n1C	-11%
Cc1ccc(NC(=S)N2CCN(C(=O)C3CCCO3)CC2)c(C)c1 (stereo not drawn)	-13%
O=S1(=O)c2cccc3cccc(c23)N1Cc1nnc(-c2ccccc2Br)o1	-3%
Cc1cc(NC(=O)CCC(=O)N(CC2CCCO2)C(C(=O)NC2CCCC2)c2cccnc2)no1 (stereo not drawn)	3%

Other records:
SMILES	mouse EphA4 binding
COc1ccc2nnc(-c3ccccc3)n2n1	-1%
O=C(COC(=O)Cc1cccs1)Nc1ccccc1	-2%
Cc1cc(NC(=O)c2ccccc2Cl)no1	-18%
COc1ccc(C2C(C(=O)Nc3cc(C)on3)c3ccccc3C(=O)N2C)cc1 (stereo not drawn)	-9%
CCN(C1CCCCC1)S(=O)(=O)c1ccc(S(=O)(=O)NCc2ccncc2)cc1	-15%
C=C(C)CN(CC)CCC(=O)Nc1ccc(OC)cc1OC	-5%
CCOC(=O)N1CCN(c2c(N3CCN(c4cc(C)ccc4C)CC3)c(=O)c2=O)CC1	-12%
c1ccc2cc3[nH]c(CN4CCCCC4)nc3cc2c1	-4%&-5%
C/C(=N/NC(=O)c1cc2ccccc2cc1O)C1C(=O)c2ccccc2C1=O	-1%
CS(=O)(=O)n1nc(OC(=O)c2cccc3ccccc23)cc1N	-5%
Cc1ccc(C(=O)NCc2ccco2)cc1S(=O)(=O)Nc1cccc(C)c1C	13%
COc1cccc(Cn2nnc(C(=O)NCc3ccc(F)cc3)c2N)c1	-16%
CCOC(=O)c1cc2cc(OC)ccc2[nH]1	-5%
Cc1cc(C)cc(Oc2cc(NC(=O)c3cn(C)nc3C)cc([N+](=O)[O-])c2)c1	7%
O=C(N/C=C/c1ccc(Cl)cc1)NCc1ccc(Cl)cc1	-1%
CCOC(=O)C(CCSC)NC(=O)CN (stereo not drawn)	-1%
O=C(NCc1cccnc1)/C(=C/c1ccc(-c2cccc(C(F)(F)F)c2)o1)NC(=O)c1ccccc1	-4%
CCCc1nc2ccccc2c2nc(N)nn12	11%
CCCOC(=O)c1ccc(NC(=O)Oc2ccccc2)cc1	13%
Cc1ccc(S(=O)(=O)N2CCN(C(=O)c3c(C)nn(-c4ccccc4)c3Cl)CC2)cc1	-10%
CN(CC#CCC(c1ccccc1)c1ccccc1)C(C)(C)C	0%
Cc1ccsc1C(=O)Nc1ccc(C(=O)O)cc1	-7%
CCc1ccc(NC(=O)CN(c2ccc3c(c2)OCO3)S(=O)(=O)c2c(C)noc2C)cc1	-5%
O=C(CCSc1ccc(Cl)cc1)N1CCCCCC1	-9%
COC(=O)CN1C(=O)/C(=C\c2ccc(C)cc2)SC1=S	-8%

Molecules listed so far with an aryl thioether with sulfur outside any ring, in the order listed:
SMILES	mouse EphA4 binding
CCSc1ncc(/C=N/Nc2ccc([N+](=O)[O-])cc2)n1C	-11%
O=C(CSc1nc2ccccc2c(=O)n1-c1ccccc1)NCc1ccc2c(c1)OCO2	-5%
COc1ccc(CSc2nnc(SCc3ccc(OC)c(F)c3)s2)cc1F	-7%
COc1ccc2c(c1)c1nnc(SCC(=O)N3C(C)CCCC3C)nc1n2C (stereo not drawn)	-7%
Fc1ccc(Sc2cc(Cl)c(-c3ccccc3)nn2)cc1	-11%
O=C(CCSc1ccc(Cl)cc1)N1CCCCCC1	-9%

Back to the main list, repeating the 3 entries before the break.
SMILES	mouse EphA4 binding
CCc1ccc(NC(=O)CN(c2ccc3c(c2)OCO3)S(=O)(=O)c2c(C)noc2C)cc1	-5%
O=C(CCSc1ccc(Cl)cc1)N1CCCCCC1	-9%
COC(=O)CN1C(=O)/C(=C\c2ccc(C)cc2)SC1=S	-8%
COC(=O)c1cc(NC(=O)c2ccc3ccccc3c2)cc(C(=O)OC)c1	0%
O=C(NCc1ccccn1)c1ccc(/C=N/O)nc1	-11%
COc1ccc(CCN2C(=O)C(O)=C(C(=O)c3ccco3)C2c2cccs2)cc1OC (stereo not drawn)	3%
O=C(CN1CCC(c2nc3ccccc3[nH]2)CC1)NCc1ccc2c(c1)OCO2	-4%
CCCN(Cc1ccccc1)S(=O)(=O)c1ccc(N2C(=O)CCC2=O)cc1	3%
CS(C)=C1C(=O)NC(=O)N(c2ccccc2)C1=O	0%
CN1CCc2c(sc3c2C(=O)NC(c2ccco2)N3)C1 (stereo not drawn)	7%
Cc1cccc(CS(=O)(=O)Cc2ccc(C(=O)NCCCN3CCOCC3)o2)c1	2%
CCOCc1cc(C)[nH]c(=O)c1C#N	-5%
CC1=C(C(N)=O)C(c2cccs2)n2nc(-c3cccc(Cl)c3)nc2N1 (stereo not drawn)	1%
Cc1[nH]nc(N2CCCCCC2)c1[N+](=O)[O-]	-13%
CCn1c(Cn2nnc(-c3ccccc3)n2)nnc1SCC(=O)Nc1ccc(N(C)C)cc1	-1%
Cn1c(=O)[nH]c(=O)c2c1nc(CN(Cc1ccccc1)Cc1ccccc1)n2CCN1CCOCC1	42%
Cc1ccc(C(=O)Nc2ccccc2C(=O)NC(Cc2c[nH]c3ccccc23)C(=O)O)cc1 (stereo not drawn)	-9%
COC(=O)CNC(=O)C1CCN(c2nc(C)cc(C)n2)CC1	-18%
O=C(CC(=O)N1CCN(c2ccccn2)CC1)Nc1ccc2nc3n(c(=O)c2c1)CCCCC3	4%
CCOc1ccccc1-n1c(O)c(C=C2C=CC=N2)c(=O)[nH]c1=O	2%
O=C(O)c1cc(NCc2ccc3c(c2)OCO3)ccc1N1CCOCC1	-3%
CCCS(=O)(=O)N1CCN(C(=O)c2ccco2)CC1	-2%
CC(=O)NS(=O)(=O)c1ccc(NC(=S)NC(=O)C(C)(C)C)cc1	-7%
O=C(O)/C=C\C(=O)Nc1ccc(OC(F)F)cc1	3%
Cc1c(NC(=O)c2ccccc2NS(=O)(=O)c2ccc(Br)cc2)c(=O)n(-c2ccccc2)n1C	2%
CCOC(=O)c1cc2c(C)n(-c3ccc(C)cc3)c(C)c2ccc1=O	-7%
CCOc1ccccc1C1C(C#N)=C(N)Oc2n[nH]c(CC)c21 (stereo not drawn)	-15%
Cc1nnc(NC2=NCCC2)s1	-7%
(continued)
SMILES	mouse EphA4 binding
Cc1noc(C)c1S(=O)(=O)N(CC(=O)N1CCn2c1nc1ccccc12)c1ccc(C(C)C)cc1	5%
CCc1ccccc1N1C[C@@]23C=C[C@@H](O2)C(C(=O)OCC(C)C)[C@H]3C1=O (stereo partly drawn)	3%
COc1ccc(-c2nn(CC(=O)Nc3ccc(Cl)c(Cl)c3)c(=O)c3ccccc23)cc1	-12%
C(=N\c1nc2ccccc2[nH]1)/c1cccs1	11%
Cc1ccccc1C(=O)N1CCN(c2ccccn2)CC1	0%
COCCNC(=O)c1cc(-c2cccnc2)nc2ccc(Br)cc12	1%
Cc1cccc(C)c1NC(=O)CO/N=C(\N)c1nonc1N	-10%
CCOc1cc(C2NC(=O)NC(O)(C(F)(F)F)C2C(=O)c2ccc(OC)cc2)ccc1O (stereo not drawn)	-5%
O=C1NC(=Nc2ccc(F)cc2)S/C1=C/C=C/c1ccccc1	-4%
CC(=O)N1c2ccccc2Nc2ccccc21	2%
O=C1CCCN1CN(C(=O)c1ccccc1)c1ccc(F)cc1	3%
COc1ccc(-c2nc(-n3c(C)c(C(C)=O)c(C(C)=O)c3C)sc2C)cc1	4%
COc1ccc(OC(C)=O)c(C2c3cc(OC)c(OC)cc3CCN2C(C)=O)c1 (stereo not drawn)	-6%
Cc1ccc(NC(=O)c2noc3c2CCCCC3)cc1	-7%
CCOc1ccc2nc(SC(CC)C(=O)Nc3cc(C)on3)sc2c1 (stereo not drawn)	-7%
COc1ccc(C(C)=O)c(OC(=O)c2ccco2)c1	3%
Cc1ccccc1C(=O)c1ccc2c(c1)n(C)c(=O)n2C	-15%
Cc1ccc(OCCNc2cc(N3CCN(C)CC3)ccc2[N+](=O)[O-])cc1C	-15%
CCCCn1nnnc1NCc1cc(OC)c(OC)cc1OC	-12%
COc1cc(NC(=O)c2ccco2)ccc1NC(=O)C(C)C	-6%
C=CCn1cnc2c(c1=O)c1nc3ccccc3nc1n2/N=C/c1cccc(OC)c1OC	4%
O=C(CCN1C(=O)COc2ccccc21)NCCN1CCc2ccccc2C1	-7%
O=C(c1ccccc1NS(=O)(=O)c1cccs1)N1CCCC1	-6%
Cc1nnc(SC(C)C(=O)Nc2ccc(S(=O)(=O)N3CCCCC3)cc2)s1 (stereo not drawn)	-4%
O=C(O)c1ccccc1NC1=C(Cl)C(=O)N(c2ccc(Br)cc2)C1=O	5%

Taken from above.
mouse EphA4 binding result of `Cc1cccc(C)c1NC(=O)CO/N=C(\N)c1nonc1N` : -10%
mouse EphA4 binding result of `CCCCn1nnnc1NCc1cc(OC)c(OC)cc1OC` : -12%

The results go on.
SMILES	mouse EphA4 binding
Cn1cccc1C(=O)Nc1nc(-c2ccccn2)cs1	2%
COC(=O)c1ccccc1NC(=O)CSc1nnc(-c2ccoc2C)n1C	-6%
CC(=O)C1=C(C)Nc2ncnn2C1c1ccc(Cl)cc1Cl (stereo not drawn)	8%
S=C1NC(c2ccccc2)=NCN1c1ccc(Br)cc1	-18%&-4%
CCCN1Cc2cccc(C(=O)Nc3ccc(C)cc3)c2C1=O	-27%
COc1cccc(C(C(=O)Nc2ccc(F)cc2)N(C(=O)Cn2nnc3ccccc32)C2CC2)c1 (stereo not drawn)	-10%
CCOC(=O)c1c(NC(=O)/C=C/c2cccs2)sc2c1CCC2	-1%
Cn1c(C(=O)Nc2ccc3c(c2)OCCO3)cc2sccc21	-3%
COc1ccc(Cc2nnc(NC(=O)Cn3cnc4c3c(=O)n(C)c(=O)n4C)s2)cc1OC	-11%
O=S(=O)(c1cccs1)N1CCN(CC(O)COC2CCCc3ccccc32)CC1 (stereo not drawn)	-10%
COc1ccc(/C=N/n2cnnc2)cc1COc1ccc(NC(C)=O)cc1	7%
COc1ccccc1-c1c(C#N)c(SCC(=O)N2CCCC2)nc(C)c1C(N)=O	-9%
O=C(NCc1ccccc1)C1C2C=CC3(CN(Cc4cccnc4)C(=O)C13)O2 (stereo not drawn)	16%
CCOc1ccccc1OCCCCCc1c(C)n[nH]c1C	-11%
COc1ccc(Cl)cc1NC(=O)C(C)Sc1n[nH]c(N)n1 (stereo not drawn)	-4%
COC(=O)c1c(NC(=O)c2cccs2)sc2c1CCC(C)C2 (stereo not drawn)	-9%
Cc1cc(C)n(-c2nc3c(c(=O)[nH]c(=O)n3C)n2CC(O)COc2ccccc2)n1 (stereo not drawn)	-14%
COc1ccc(N2C(=O)C3CCCN3C2c2cc(OC)c(OC)cc2OC)cc1 (stereo not drawn)	7%
Cc1ccc(C(=O)C(OC(=O)CN2C(=O)c3ccccc3C2=O)c2ccccc2)cc1 (stereo not drawn)	-2%
CC(C)c1nnc(NC(=O)CCC(=O)N2CCN(Cc3ccccc3)CC2)s1	-11%
Cc1cc(NC(=O)CCC(=O)N(c2cccnc2)C(C(=O)NC2CCCC2)c2ccccc2)no1 (stereo not drawn)	-18%
COc1ccc(CCNC(=O)COC(=O)c2cnc(C)cn2)cc1	-10%
O=S(=O)(c1ccc(F)c(F)c1)N1CCN(Cc2ccc3c(c2)OCO3)CC1	-15%
CC(C)C(=O)Nc1cccc(NC(=S)NC(=O)c2ccc([N+](=O)[O-])cc2)c1	-17%
CN(Cc1ccccc1)C(=O)Cn1c(=O)oc2cc(S(=O)(=O)NCc3ccccc3)ccc21	-18%
c1ccc(-n2cccc2CNC2CCCCC2)cc1	-3%
Cc1nn(C)c(Oc2cccc(Cl)c2)c1C=O	4%
Cc1ccc(/C=C2\CCC3=C2OC(N)=C(C#N)C3c2ccc(C)cc2)cc1 (stereo not drawn)	12%

Some of the compounds tested; rates above refer to the full screens.
